# Imprint erasure = qHTS Assay for Compounds that Induce Erasure of Genomic Imprints; Potency, µM (series often up to 60.7 µM), without a hit: at the top dose activity change, positive = activation, most hits filed as activators; 0.02% of 110,000 active; mouse ES Peg3-LacZ reporter, beta-gal luminescence, 40 h; AID 1948, 2009;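 note: 0% = negative control wells on the plate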
#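 Gelatin-coated wells received 300 freshly trypsinized female ES cells with a Peg3LacZ-Neo reporter on the maternal allele, then incubated 40 hours at 37C. BetaGlo was added for 5 minutes at room temperature before a single luminescence read.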
# IkB signaling = IkB Signaling | ABC-DLBCL IkBa-CBG/CBR dual luciferase ratio, 4 h; response scale: scaled: untreated 0%, proteasome inhibitor 100% | 0.04% of 110,000 active | Potency, µM (top dose mostly 57.1 µM), for inactives: at the top dose IkBa stabilization activation; active = well fitted curve in the direction sought with a large enough effect in the signal ratio, not every such curve was filed as active; inconclusive = small, poorly fitted or top-dose-only effect, or a change in a side signal; the % refers to the signal ratio;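 note: the direction sought is a rising ratio; 0% = basal untreated cells and 100% = reference inhibitor full response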
#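 In this assay, an IκBα–CBG68 fusion accumulates when IKK-driven degradation is blocked; native CBR normalizes for cell number. OCI-Ly3 cells were treated 4 h with compound and doxycycline, then green and red light read after Chroma-Glo addition.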
# p53ts 32C tox = qHTS Screen for Compounds that Selectively Target Cancer Cells with p53 Mutations: Cytotoxicity of p53ts Cells at the Permissive Temperature | H1299-p53A138V at 32C, ATP luminescence viability, 24 h | Potency, µM (series often up to 46.1 µM), for inactives: top-dose activity change, negative = cytotoxicity, most hits filed as cytotoxic | 0.93% of 130,000 active;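 note: 0% = DMSO and -100% = full killing by reference compound; nearly all actives have a fitted effect of over 55% in size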
#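 H1299-p53 A138V cells (temperature-sensitive p53) exposed 24 h to up to 46 uM compound at 32C, where p53 is wild-type in conformation. Viability read as ATP luminescence and normalised to DMSO and 100 uM tamoxifen. AC50 fitted with the Hill equation.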
# p53ts 39C kill = qHTS Screen for Compounds that Selectively Target Cancer Cells with p53 Mutations: Cytotoxicity of p53ts Cells at the Nonpermissive Temperature; 1.5% of 130,000 active; H1299-p53A138V viability at 39C, ATP luminescence, 24 h; AID 902, 2007; Potency, µM (doses to about 46.1 µM), for the others: top-dose activity change, negative = cell killing, usual class: cytotoxic; note: nearly all actives have a fitted effect of over 55% in size
# * marks the source's active call; other numbers are inactive results; ? = inconclusive; . = no result given; & = joins results of further samples; [ ] = dose if it differs, or a comment. Unless noted, calls come from the whole dose curve; as a rule, active = well fitted curve in the direction sought with a large enough effect; inconclusive = small, poorly fitted or top-dose-only effect, or another doubt; inactive = no such curve, though single readings can be large; an effect the other way counts as inactive or inconclusive. Unless noted, % is set by controls: 0 for no effect and ±100 for the full control effect; potency is the fitted concentration of half-maximal effect.
SMILES,Imprint erasure,IkB signaling,p53ts 32C tox,p53ts 39C kill
O=C(Nc1ccc(Br)cc1)C1CCCN1S(=O)(=O)c1ccc(F)cc1 (stereo not drawn),-7%[10.9 µM],?,-7%,-23%
CCOc1ccc2[nH]c(=O)c(CN(CCO)C(=O)c3ccccc3F)cc2c1,1%,1.3%,3%,-5%
CNC(=O)NC(=O)CSc1nc2cc(C(=O)OC)ccc2c(=O)n1-c1ccccc1,5%,-0.9%,2%,5%
CCC(C)(C)n1nnnc1CN(Cc1cc2cc(OC)ccc2[nH]c1=O)C1CCCC1,-13%,-0.5%,-12%,-11%
Cc1ccc(NC(=O)c2ccc(Cl)cc2Cl)c(C(=O)c2ccccc2)c1,-8%[10.9 µM],?,8%,3%
N#C[C@@H](Cc1ccc(O)c(O)c1)C(=O)N1CCc2ccccc21,.,1.5%,60%[activator],43%[activator]
Cc1ccc(Cn2c(=O)n(CC3CCC(C(=O)N4CCC(C)CC4)CC3)c(=O)c3sccc32)cc1 (stereo not drawn),?,?,5%,-12%
O=C(O)CCC(=O)Nc1ccc(S(=O)(=O)N2CCCC2)cc1,-4%,0.4%,3%,6%
Cc1ccc(NC(=O)NCCOCCn2c(=O)oc3ccccc32)c(C)c1,-11%[10.9 µM],1.8%,-5%,-1%
CC1(C)CC(=O)C(C=NCCC2=CCCCC2)=C(O)C1,-10%,-1.2%,0%,5%

# Limited to p53ts 39C kill and IkB signaling (5 entries from above):
SMILES	p53ts 39C kill	IkB signaling
CNC(=O)NC(=O)CSc1nc2cc(C(=O)OC)ccc2c(=O)n1-c1ccccc1	5%	-0.9%
CCC(C)(C)n1nnnc1CN(Cc1cc2cc(OC)ccc2[nH]c1=O)C1CCCC1	-11%	-0.5%
Cc1ccc(NC(=O)NCCOCCn2c(=O)oc3ccccc32)c(C)c1	-1%	1.8%
Cc1ccc(NC(=O)c2ccc(Cl)cc2Cl)c(C(=O)c2ccccc2)c1	3%	?
CCOc1ccc2[nH]c(=O)c(CN(CCO)C(=O)c3ccccc3F)cc2c1	-5%	1.3%

# (continued)
SMILES,Imprint erasure,IkB signaling,p53ts 32C tox,p53ts 39C kill
COC(=O)c1ccc(C(NC(=O)OCc2ccccc2)/C(C)=C/[C@@H](C)C(=O)NCc2nc3ccccc3s2)cc1 (stereo partly drawn),-18%,.,4%,-16%
CCOc1ccc(-c2nc(CSCC(=O)NCCc3ccccc3)c(C)o2)cc1,-14%[10.9 µM],-0.3%,-10%,?
Cn1c(CNC(=O)c2cccs2)nnc1SCC(=O)Nc1ccc(Cl)cc1,.,.,-25%,-6%
CSc1ccc(CCNC(=O)c2ccc(-c3nc(COc4ccc(C)cc4)c(C)o3)cc2)cc1,7%[10.9 µM],0.4%,8%,-16%
NCCCCCCCCCCN,-16%,-5.5%,16%,19%
O=C(NCC(c1ccc2c(c1)OCO2)N1CCN(c2ccccc2)CC1)c1ccccc1 (stereo not drawn),15%[10.9 µM],-0.9%,3%,-25%
Cc1ccc(NC(=O)CSc2nnc3scc(-c4ccc(Cl)cc4)n23)cc1,-16%[10.9 µM],?,-12%,-12%
Cc1cccc(C)c1OCC(=O)NCC1(N2CCOCC2)CCCCC1,-16%[10.9 µM],?,1%,-8%
Cc1ccc(CN2CCc3nc(SCC(=O)Nc4cccc(C)c4C)[nH]c(=O)c3C2)cc1,1%[10.9 µM],-0.7%,3%,22%
O=C(c1cnn2cccnc12)N1CCN(Cc2ccc3c(c2)OCO3)CC1,-17%,-2.9%,10%,9%
Cc1noc(C)c1COC(=O)c1cc(F)c(F)cc1Cl,-6%,?,-1%,-2%
CCN(CC)C(=O)c1ccc2c(c1)N(Cc1ccccc1F)C(=O)c1ccccc1S2=O (stereo not drawn),9%[10.9 µM],3.1%,7%,-19%
COc1ccc(N(C(=O)c2ccccc2F)S(=O)(=O)c2ccc3c(c2)n(C)c(=O)n3C)cc1,-5%[10.9 µM],-0.2%,-3%,-21%
COc1ccc(-n2nc(C(=O)Nc3ccc4c(c3)OCO4)c3ccccc3c2=O)c(OC)c1,1%,-0.7%,-2%,-2%
COc1cccc(NC(=O)c2cc3c(=O)n(Cc4cccnc4)ccc3nc2C)c1,-5%[10.9 µM],0.3%,6%,-3%
COc1ccc2c(c1)c(=O)c(C(=O)c1ccc(F)cc1)cn2CC(=O)Nc1ccc2c(c1)OCO2,3%[10.9 µM],?,-11%,?
C/C(=N\O)C(=O)C(CN1CCCCC1)CN1CCCCC1,-4%,3.7%,4%,4%
Cc1ccc(-c2nnn(CC(=O)N3CCCCC3)n2)c(-n2cnnn2)c1,-4%,0.0%,-5%,-10%
NC(=Nc1ccccc1)Nc1ccccc1,-6%,3.1%,5%[1.84 µM],7%
Cc1nc2cc(NC(=O)N3CCCCC3)ccc2n1C,.,.,0%,14%
O=C(O)CCCNc1cc(N2CCC3(CC2)OCCO3)c2noc3c2c1C(=O)c1ccccc1-3,-27%,?,?,?
Cc1ccc(C)c(N2CCN(C(=O)c3cc(S(=O)(=O)N4CCOCC4)ccc3F)CC2)c1,-31%[inhibitor],?,-1%,-14%
Cc1sc2nc3n(c(=O)c2c1C)NC(=O)CC3,.,0.2%,2%,-8%
CCOCCn1cnc2sc(C(=O)Nc3ccccc3C(=O)OC)c(C)c2c1=O,23%[10.9 µM],0.7%,9%,-5%
Cc1ccc2cc3cc(C(=O)N4CCCCCC4)oc3nc2c1,-59%[inhibitor],-1.6%,10µM*,16µM*
CC(=O)c1c(N=CN(C)C)nc(C)nc1-c1ccccc1,-9%,-0.2%,-4%,-2%
Cc1ccc2cc(C(c3nnnn3C(C)(C)C)N3CCCCCC3)c(=O)[nH]c2c1 (stereo not drawn),0%,0.3%,1%,-7%
CC(C)OCCCNC(=O)CCc1nc(-c2ccccc2)no1,-2%,-1.6%,11%,13%
CN(Cc1ccco1)c1ncncc1-c1cccnc1,6%,2.7%[11.4 µM],7%,5%
C=CCN1C(=O)C2C(C(=O)NC3CCCCC3)C3C=CC2(O3)C1C(=O)NC1CCCC1 (stereo not drawn),-3%,0.4%,-1%,16%

# Of the compounds above, five contain an aryl thioether with sulfur outside any ring:
SMILES,Imprint erasure,IkB signaling,p53ts 32C tox,p53ts 39C kill
CNC(=O)NC(=O)CSc1nc2cc(C(=O)OC)ccc2c(=O)n1-c1ccccc1,5%,-0.9%,2%,5%
Cn1c(CNC(=O)c2cccs2)nnc1SCC(=O)Nc1ccc(Cl)cc1,.,.,-25%,-6%
CSc1ccc(CCNC(=O)c2ccc(-c3nc(COc4ccc(C)cc4)c(C)o3)cc2)cc1,7%[10.9 µM],0.4%,8%,-16%
Cc1ccc(NC(=O)CSc2nnc3scc(-c4ccc(Cl)cc4)n23)cc1,-16%[10.9 µM],?,-12%,-12%
Cc1ccc(CN2CCc3nc(SCC(=O)Nc4cccc(C)c4C)[nH]c(=O)c3C2)cc1,1%[10.9 µM],-0.7%,3%,22%

# Other entries follow:
SMILES,Imprint erasure,IkB signaling,p53ts 32C tox,p53ts 39C kill
CCN(CC)C(=O)Cn1c(=O)n(CCCCCC(=O)NCc2ccccc2)c(=O)c2sccc21,-5%[10.9 µM],-0.2%,3%,-7%
Cc1cc(C)nc(SCc2nnc(SCC(=O)Nc3nccs3)n2C)n1,.,.,-8%,-6%
Cc1cc(C)n(-c2cccc(Cl)c2)c(=O)c1C#N,5%,-0.8%,-6%,3%
COCCn1cc(C(=O)NCCCOC(C)C)c2c3ccccc3n(C)c2c1=O,8%[10.9 µM],2.5%,-1%,2%
Fc1ccc2c(c1)NC(c1ccncc1)=NC(c1cccs1)=N2,-1%[10.9 µM],?,8%,-15%
Cc1cc(C)cc(NC(=O)CSc2ccc(-c3cccs3)nn2)c1,-10%[10.9 µM],-0.8%,-5%,-17%&-16%
COC(=O)c1[nH]c2ccccc2c1NC(=O)CNC1CCCCC1,-9%,-3.2%,-14%,8%
O=C(NCc1cccs1)c1ccc2c(c1)sc1nc(-c3ccccc3)cn12,16%[10.9 µM],-0.7%,0%,-16%
Cc1cccc(N2CCN(Cc3cc(=O)oc4cc(C)ccc34)CC2C)c1 (stereo not drawn),-3%[10.9 µM],-0.3%,9%,-6%
CC(=O)Nc1nc(-c2ccccc2)nc(-c2ccccc2OC(C)=O)n1,-5%,?,-24%,-16%
CN(C)c1ccc(C2N(c3ccc(F)cc3)C(=O)C3CCCN32)cc1 (stereo not drawn),-14%,2.3%,3%,-10%
CCc1cccc(NC(=O)CSc2ncc3c(n2)-c2ccccc2N(Cc2ccccc2C)S3(=O)=O)c1,-14%[10.9 µM],1.9%,20%,19%
CCOc1ccccc1-c1nnc(SCC(=O)NC2CC3CCC2C3)n1CC (stereo not drawn),-18%,-0.4%,2%,9%
Cc1cc(NS(=O)(=O)c2ccc(NC(=O)c3ccccc3C)cc2)nc(C)n1,20%[10.9 µM],-0.4%,0%,4%
Cc1cc2oc(=O)cc(C)c2c(=O)o1,-4%,-0.4%,8%,3%
Cc1cc(C)c2c(=O)cc(C(=O)Nc3c(C)n(C)n(-c4ccccc4)c3=O)oc2c1,?,-0.1%,6%,0%
Cn1c(C(=O)NCc2ccc(F)cc2)cc2c(=O)n(C)c3ccccc3c21,-5%[10.9 µM],0.7%,5%,-19%
CCN(CC)S(=O)(=O)c1ccc(C(=O)NCc2n[nH]c(=S)n2Cc2ccccc2)cc1,4%,-0.4%,-2%,-10%
CCOC(=O)c1c(N)sc(C(O)(C(F)(F)F)C(F)(F)F)c1-c1ccc(OC)cc1OC,-4%,0.0%,18%,19%
c1ccc(-c2nc3nc4ccccc4nc3n2Cc2ccco2)cc1,-39%[inhibitor],?,-18%,-12%
COc1cc(CN2CCc3nc(N4CCN(c5ccccn5)CC4)ncc3C2)cc(OC)c1OC,-24%[10.9 µM],?,-5%,-20%
CCN(CC)S(=O)(=O)c1ccc(NC(=O)COC(=O)c2ccc(Br)o2)cc1,-9%,0.5%,-20%,-12%
O=C(CSc1ccccn1)N1CCN(c2ccccc2)CC1,-4%,5.1%,-9%,-28%
O=C(CC1CCCCC1)N1CCN(c2ccccn2)CC1,-30%[inhibitor],?,-2%,3%
CCCCNC(=O)c1cc(-c2cccnc2)nc2ccc(S(=O)(=O)NCCCC)cc12,-15%[10.9 µM],0.6%,-19%,-18%
CCOc1ccc(-n2c(-c3ccc(Br)cc3)cc3c2CC(C)(C)CC3=O)cc1,-7%[10.9 µM],?,12%,-14%
CC1=C(C(=O)Nc2ccc(C)cc2C)C(c2cc(Br)ccc2F)n2ncc(C(=O)Nc3ccc(C)cc3)c2N1 (stereo not drawn),-20%[10.9 µM],?,?,13µM*
O=C(Cn1cnc2ccccc21)OCC(=O)N1CCc2ccccc2C1,-3%,1.1%,-5%,3%
CCOc1ccc(Nc2oc(/C=C/c3ccc(OC)c(OC)c3)nc2C#N)cc1,-10%[10.9 µM],2.5%,6%,-1%
COc1ccc(CCNc2ncnc3c2cnn3-c2ccc(C)cc2)cc1,-10%[10.9 µM],?,-29%,?

# The final two compounds of the part above open the next one.
SMILES,Imprint erasure,IkB signaling,p53ts 32C tox,p53ts 39C kill
CCOc1ccc(Nc2oc(/C=C/c3ccc(OC)c(OC)c3)nc2C#N)cc1,-10%[10.9 µM],2.5%,6%,-1%
COc1ccc(CCNc2ncnc3c2cnn3-c2ccc(C)cc2)cc1,-10%[10.9 µM],?,-29%,?
CCCS(=O)(=O)c1c(Nc2ccccc2C)sc(C(=O)c2ccccc2)c1N,-10%[10.9 µM],?,10%,-12%
CN(C)CCOc1nc(-c2ccccc2)nc2c1oc1ccccc12,-8%,0.3%,-22%,-16%
CN(C)CCCNC(=O)c1ccc(CN(c2ccccc2)S(C)(=O)=O)cc1,.,.,-4%,-3%
CC(=O)N1CCc2cc(S(=O)(=O)NC(C(=O)NC3CCCc4ccccc43)C(C)C)ccc21 (stereo not drawn),-17%,1.4%,2%,-8%
FC(F)C(F)(F)C1=CC(c2cccs2)=NCCN1,-23%,-1.0%,2%,19%
O=C1CCC(=O)N1c1ccc(CSc2nc3ccccc3[nH]2)cc1,-28%,1.1%,-16%,-9%
Cn1c(SCc2ccccc2Cl)nc(=O)c2c1NC(=O)CC2c1cc(F)ccc1F (stereo not drawn),-11%[10.9 µM],?,10%,6%
